Source: PubChem BioAssay (National Center for Advancing Translational Sciences (NCATS))
TDP1 block: TDP1 (human) enzyme inhibition; Q9NUW8; recombinant TDP1, AlphaScreen DNA substrate cleavage; Potency, µM (highest dose often 130 µM), without a hit: at the highest dose activity change, negative = inhibition, actives largely listed as inhibitors; 0.28% of 350,000 active; AID 485290; also: nearly all actives have a fitted effect of over 40% in size
Target sequence (Q9NUW8 whole entry, looked up): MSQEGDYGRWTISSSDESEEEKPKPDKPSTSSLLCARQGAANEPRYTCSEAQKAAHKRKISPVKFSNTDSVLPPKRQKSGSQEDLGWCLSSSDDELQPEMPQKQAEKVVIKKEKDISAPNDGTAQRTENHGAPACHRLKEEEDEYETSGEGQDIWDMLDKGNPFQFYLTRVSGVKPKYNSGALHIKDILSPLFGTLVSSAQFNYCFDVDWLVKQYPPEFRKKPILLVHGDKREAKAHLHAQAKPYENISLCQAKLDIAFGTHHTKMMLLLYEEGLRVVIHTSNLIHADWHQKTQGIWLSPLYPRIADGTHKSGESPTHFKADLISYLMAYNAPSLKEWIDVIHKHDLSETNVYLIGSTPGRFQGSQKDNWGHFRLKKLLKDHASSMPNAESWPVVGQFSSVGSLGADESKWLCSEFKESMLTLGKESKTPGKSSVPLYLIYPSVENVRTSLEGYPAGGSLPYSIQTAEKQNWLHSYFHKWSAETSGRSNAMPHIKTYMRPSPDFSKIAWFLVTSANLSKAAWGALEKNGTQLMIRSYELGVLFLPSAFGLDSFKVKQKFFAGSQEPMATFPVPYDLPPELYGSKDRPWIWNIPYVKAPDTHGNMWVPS
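Enzyme-compound mixtures sat 15 min at room temperature, followed by a 5 min reaction with 15 nM final substrate and 10 min with AlphaScreen beads. Recombinant human Tdp1 was used at 1 nM final.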
DT40 TDP1 CPT: DT40-hTDP1 cell growth loss with CPT. chicken DT40 Tdp1-/-;hTDP1 cells + 20 nM CPT, ATP luminescence, 48 h. Potency, µM (doses to about 46.2 µM), inactives show at the highest dose activity change, negative = growth inhibition, hits mostly inhibitors. 12% of 420,000 active; also: nearly all actives have a fitted effect of over 55% in size
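Cell growth measured by CellTiter-Glo luminescence after a minimum 48 h, 37 C compound exposure with 20 nM CPT in Tdp1-knockout DT40 cells stably expressing hTDP1, seeded 400/well; qHTS titration format.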
TDP1 cell noCPT: qHTS for Inhibitors of human tyrosyl-DNA phosphodiesterase 1 (TDP1): qHTS in cells in absence of CPT | DT40 Tdp1-/- hTDP1 cells, no CPT, ATP luminescence, 48 h | Potency, µM (top dose mostly 46.2 µM), for inactives: at the highest dose activity change, negative = growth inhibition, usual class: inhibitors | 15% of 420,000 active | AID 686978, 2013; also: nearly all actives have a fitted effect of over 55% in size
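Readout: luminescence from CellTiter-Glo after 30 min in the dark at RT. Cells: DT40 Tdp1-/- with stable hTDP1, 400/well. Exposure: compounds alone, ≥48 hr, 37 °C.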
The depositor's hits bear a star; u = inconclusive; x = not tested or not shown; & = joins results of further samples; ! = a repeat was not active. Calls follow the shape of the dose curve; as a rule, active = well fitted curve in the direction sought with a large enough effect; inconclusive = small, poorly fitted or top-dose-only effect, or another doubt; inactive = no such curve, though single readings can be large; an effect the other way counts as inactive or inconclusive. % is scaled to controls: 0 for no effect and ±100 for the full control effect; potency is read from the fitted curve at half-maximal effect.

SMILES	TDP1 block	DT40 TDP1 CPT	TDP1 cell noCPT
Cc1ccc(C(=O)N/N=C2\CCc3ccccc32)c(C)c1	2.7%	u	u
O=C(O)c1ccc2c(c1)C(=O)N(c1ncccn1)C2=O	-2.6%	0.4%	2.1%
COc1ccc(-c2c(C)nn(-c3ccccc3)c2NC(C)=O)cc1OC	x	1.3%	19.0%
COc1cc(/C=N/NC(=O)c2c(C)nnn2-c2nonc2N)ccc1O	-2.7%	3.6%	-8.8%
CN(Cc1ccccc1)c1cc2c(c3c1ccn3C)C1CCC2C1 (stereo not drawn)	x	u	u
CCCc1cc(=O)[nH]c(SCC(=O)Nc2oc(C)c3c(C)n[nH]c(=O)c23)n1	x	-12.1%	0.8%
CN1C(=O)/C(=C/C=C2/CCCN2C)N(C)C1=S	-6.0%	-11.7%	-8.4%
COc1cc(COc2ccc3c(C)c(Cc4ccccc4)c(=O)oc3c2C)cc(OC)c1OC	0.0%	20.6µM*	18.4µM*
Cc1ccc2cc3cc(C(=O)N4CCCCCC4)oc3nc2c1	-1.0%	u	u
COc1ccc(/C=N/NC(=S)Nc2ccccc2)cc1COc1ccc(Br)cc1	x	14.6µM*	u
COc1ccc(S(=O)(=O)N(CC(=O)N/N=C/c2cccs2)c2cc(C)cc(C)c2)cc1OC	7.2%	u	-27.7%
O=C(CCn1ccnc1)Nc1cc(Cl)ccc1O	x	-16.7%	u
CC(=O)c1c(N=CN(C)C)nc(C)nc1-c1ccccc1	-5.9%	-18.3%	-4.3%
O=C(COC(=O)COc1ccccc1F)Nc1cccc(S(=O)(=O)N2CCCCC2)c1	1.1%	-15.3%	-1.1%
Cc1ccc2nc(NC(=S)NC(=O)c3ccc(OC(C)C)cc3)sc2c1	3.8%	-18.3%	-9.8%
COc1ccc(OCCCC(=O)Nc2ccc(OC)c(S(=O)(=O)N3CCOCC3)c2)cc1	-0.3%	-20.7%	-22.5%
O=C(NCc1ccccc1)c1ccc(Br)o1	0.0%	-22.9%	-7.4%
CCCOc1ccc(C(=O)OCC(=O)c2c(N)n(C)c(=O)n(C)c2=O)cc1OCC	-1.2%	1.1%	u
CCc1nccn1S(=O)(=O)c1cc(C)c(OC)cc1C	6.1%	-2.8%	8.7%
CCN(CC)S(=O)(=O)c1ccc(Cc2ncc(C(F)(F)F)cc2Cl)s1	-6.6%	u	20.6µM*
Cc1ccc(-n2c(C)nn(-c3ncc(C(F)(F)F)cc3Cl)c2=O)cc1	-1.1%	-9.9%	-25.7%
CCCCNC(=O)O[C@@H]1C[C@H]2CCC(=O)N3CC[C@@H](C1)[C@@H]23	x	u	-3.4%
O=C(Nc1cccc([N+](=O)[O-])c1)C1C2/C=C\CCCCC21 (stereo not drawn)	5.4%	u	u
CCOc1ccccc1NC(=O)Cn1c(=O)sc2ccccc21	2.5%	-19.1%	-1.6%
Cc1ccc(C)c(NC(=O)c2cc(-c3cc(C)cc(C)c3O)n[nH]2)c1	x	u	13µM*
Cc1cccc(C)c1OCC(=O)NCC1(N2CCOCC2)CCCCC1	-3.6%	16.4µM*	u
COCCN(C(=O)COC(=O)CCc1ccc(OC)cc1)c1c(N)n(Cc2ccccc2)c(=O)[nH]c1=O	x	-0.5%	-16.5%
Cc1ccc(CN2CCc3nc(SCC(=O)Nc4cccc(C)c4C)[nH]c(=O)c3C2)cc1	5.7%	2.0%	-4.5%
CN(C)c1nc2ccccc2n(C)c1=O	2.5%	-1.0%	-17.9%
CCN(CC)CCCn1c2c(c(SCC(=O)N3CCc4ccccc43)nc1=O)CCC2	x	18.6%	-3.3%
Cc1ccccc1COc1ccc(-c2nnn(CC(=O)O)n2)cc1	x	9.9%	-5.7%
CC(C(=O)c1ccc(Br)cc1)[n+]1cccc(NC(=O)c2ccccc2)c1 (stereo not drawn)	2.7%	u	u
C=CCn1c(SCc2nc3sc(C(=O)O)c(C)c3c(=O)[nH]2)nnc1-c1ccc(F)cc1	x	1.1%	-8.5%
CSc1ccc(CN(C)Cc2nc3ccccc3c(=O)[nH]2)cc1	6.2%	u	14.6µM*
COc1ccc(-c2nsc(SCC(=O)NCc3ccc4c(c3)OCO4)n2)cc1	2.3%	u	u
Cc1ccc(CC(SCc2ccccc2)C(=O)O)cc1C (stereo not drawn)	x	7.5%	-5.1%
Cc1noc(C)c1COC(=O)c1cc(F)c(F)cc1Cl	2.1%	-2.9%	-2.6%
NC(=O)CC(NC(=O)Cc1cccc2ccccc12)c1ccc(NC2CCN(Cc3ccccc3)CC2)c([N+](=O)[O-])c1 (stereo not drawn)	x	u	-33.2%
O=C(c1cnn2cccnc12)N1CCN(Cc2ccc3c(c2)OCO3)CC1	1.1%	-28.5%	-10.1%
CCOc1cccc2sc(N(CCN(CC)CC)C(=O)c3cccc([N+](=O)[O-])c3)nc12	1.2%	u	u
COc1cccc(NC(=O)c2cc3c(=O)n(Cc4cccnc4)ccc3nc2C)c1	1.9%	3.5%	-29.5%
COc1ccc(N(C(=O)c2ccccc2F)S(=O)(=O)c2ccc3c(c2)n(C)c(=O)n3C)cc1	4.7%	11.2%	-3.6%
CCN(CC)C(=O)c1ccc2c(c1)N(Cc1ccccc1F)C(=O)c1ccccc1S2=O (stereo not drawn)	4.6%	-21.7%	-15.3%
CC(C(=O)Nc1cccc(S(=O)(=O)N2CCOCC2)c1)N1CCN(c2ccc(F)cc2)CC1 (stereo not drawn)	2.6%	6.7%	u
COc1ccc2c(c1)c(=O)c(C(=O)c1ccc(F)cc1)cn2CC(=O)Nc1ccc2c(c1)OCO2	3.8%	-27.5%	u
COc1cccc(CNCC(O)COc2ccc(C(=O)c3ccccc3)cc2)c1 (stereo not drawn)	x	u	-28.5%
Cc1ccc(-c2nnn(CC(=O)N3CCCCC3)n2)c(-n2cnnn2)c1	4.2%	-1.2%	-9.7%
C/C(=N\O)C(=O)C(CN1CCCCC1)CN1CCCCC1	9.1%	2.91µM*	2.59µM*
O=C(COc1ccc(C(=S)N2CCC(Cc3ccccc3)CC2)cc1)N1CCOCC1	5.1%	-15.4%	-27.0%
Fc1ccc2c(c1)NC(c1ccncc1)=NC(c1cccs1)=N2	0.0%	u	u
Cc1cccc(NS(=O)(=O)c2cc3c4c(c2)CCC(=O)N4CCC3)c1	x	u	u
CC(Sc1nnc(N)s1)C(=O)c1c(N)n(C)c(=O)n(C)c1=O (stereo not drawn)	-6.3%	5.8%	-15.9%
Cc1ccc(C(C(=O)NC2CCCCC2)N2CCN(C(=O)c3ccco3)CC2)cc1 (stereo not drawn)	2.0%	-8.4%	-8.8%
CN(c1cccc(F)c1)c1cc2c(c3c1ccn3C)C1CCC2C1 (stereo not drawn)	x	-4.0%	-24.4%
CCN(CC)CCCN1C(=O)CSC1c1ccc([N+](=O)[O-])cc1 (stereo not drawn)	-2.6%	1.8%	4.8%
Cc1cc(C)cc(NC(=O)CSc2ccc(-c3cccs3)nn2)c1	5.1%&0.0%	u	20.6µM*!
Cc1cc(C)c2nc(SCC(=O)N(C)C3CCS(=O)(=O)C3)cc(C)c2c1 (stereo not drawn)	2.6%	23.1µM*	u
COc1ccc(Cn2cc(Cn3c4ccccc4c(=O)n3C(C)C)nn2)cc1	x	-20.4%	-6.6%
Cc1ccc(C(=O)NNC(=O)c2ccncc2)cc1C	x	-5.4%	8.9%
O=S(=O)(Nc1nc(SCc2ccc(Cl)cc2)n[nH]1)c1ccc(F)cc1	6.8%	u	u

For reference, some entries already given.
SMILES	TDP1 block	DT40 TDP1 CPT	TDP1 cell noCPT
COc1ccc(Cn2cc(Cn3c4ccccc4c(=O)n3C(C)C)nn2)cc1	x	-20.4%	-6.6%
Cc1ccc(C(=O)NNC(=O)c2ccncc2)cc1C	x	-5.4%	8.9%
O=S(=O)(Nc1nc(SCc2ccc(Cl)cc2)n[nH]1)c1ccc(F)cc1	6.8%	u	u

Exported as labelled records: part of the list above.
Cc1ccc(C(=O)NNC(=O)c2ccncc2)cc1C
  TDP1 block: x; DT40 TDP1 CPT: -5.4%; TDP1 cell noCPT: 8.9%
Fc1ccc2c(c1)NC(c1ccncc1)=NC(c1cccs1)=N2
  TDP1 block: 0.0%; DT40 TDP1 CPT: u; TDP1 cell noCPT: u
Cc1cccc(NS(=O)(=O)c2cc3c4c(c2)CCC(=O)N4CCC3)c1
  TDP1 block: x; DT40 TDP1 CPT: u; TDP1 cell noCPT: u
COc1ccc(Cn2cc(Cn3c4ccccc4c(=O)n3C(C)C)nn2)cc1
  TDP1 block: x; DT40 TDP1 CPT: -20.4%; TDP1 cell noCPT: -6.6%

Additional records:
SMILES	TDP1 block	DT40 TDP1 CPT	TDP1 cell noCPT
CN(C)C1CCCCC=CC(=O)NC1 (stereo not drawn)	x	-2.2%	21.4%
CC(C)C[C@H]1CNC(=S)N1C[C@H]1CCCN1C[C@H](CC(C)C)N1C[C@H](Cc2ccc(O)cc2)N(CC2CCCCCC2)C1=S	x	16.4µM*	8.2µM*
Cc1ccccc1NC(=O)NC1(C(=O)NCC2CCCO2)CCCCC1 (stereo not drawn)	x	5.7%	-1.6%
OCCNc1nc2ccccc2n1CC(O)c1ccccc1 (stereo not drawn)	1.2%	-23.8%	u
CCOC(=O)C(C)/C(C)=N/NC(N)=S (stereo not drawn)	1.1%	18.4µM*	u
CCN(CC)S(=O)(=O)c1ccc(N2CCCC2)c(NC(=O)c2ccccc2OC)c1	-0.6%	u	14.6µM*
N#C/C(=C(/O)CSc1ccccc1C(=O)O)c1nc2ccccc2s1	5.6%	-12.8%	u
COc1ccc(CCNC(=O)CSc2nc3ncccc3[nH]2)c(OC)c1	2.2%	-11.8%	-2.5%
COc1ccc(NC(=O)C(Sc2ccccc2)c2ccccc2)c(OC)c1 (stereo not drawn)	0.0%	-13.9%	u
CCCCCCCCCCCCCCCC(=O)OC[C@H](O)[C@H]1OC(=O)C(O)=C1O	x	9.5%	-2.3%
COc1ccccc1NS(=O)(=O)c1ccc(-c2cnc(C3CC3)o2)cc1	1.8%	0.731µM*	0.92µM*
O=C(NCc1cccs1)c1ccc2c(c1)sc1nc(-c3ccccc3)cn12	2.6%	18.4µM*	23.1µM*

Filtered by structure: those above containing bromine.
SMILES	TDP1 block	DT40 TDP1 CPT	TDP1 cell noCPT
COc1ccc(/C=N/NC(=S)Nc2ccccc2)cc1COc1ccc(Br)cc1	x	14.6µM*	u
O=C(NCc1ccccc1)c1ccc(Br)o1	0.0%	-22.9%	-7.4%
CC(C(=O)c1ccc(Br)cc1)[n+]1cccc(NC(=O)c2ccccc2)c1 (stereo not drawn)	2.7%	u	u

Additional structures follow:
SMILES	TDP1 block	DT40 TDP1 CPT	TDP1 cell noCPT
Cc1cccc(N2CCN(Cc3cc(=O)oc4cc(C)ccc34)CC2C)c1 (stereo not drawn)	7.0%	u	u
CN(C)c1ccc(C2N(c3ccc(F)cc3)C(=O)C3CCCN32)cc1 (stereo not drawn)	2.9%	10.9%	-12.7%
O=C(Cn1[nH]c(=O)c2ccccc2c1=O)Nc1cccnc1	4.9%	u	-0.7%
CC(=O)Nc1nc(-c2ccccc2)nc(-c2ccccc2OC(C)=O)n1	5.1%	u	18.4µM*
O=C(NCc1ccccc1CN1CCCC1)c1ccc(Cl)c(S(=O)(=O)N2CCCC2)c1	-0.5%	u	u
Cc1nc2ccccc2n1C(c1cccnc1)c1nc2ccccc2[nH]1 (stereo not drawn)	x	13.2%	-7.2%
CC(C)OCCCNC(=O)CCc1nc(-c2ccccc2)no1	1.0%	-19.7%	-19.3%
CCC(/C=N/NC(=O)C(N)=O)CC	4.5%	0.8%	1.3%
Cc1ccc2cc(C(c3nnnn3C(C)(C)C)N3CCCCCC3)c(=O)[nH]c2c1 (stereo not drawn)	-1.9%	-3.8%	1.2%
C#CCOc1ccc(/C=C2/C(=O)ON=C2C)cc1Br	x	23.1µM*	25.9µM*
COc1ccc(NC(=O)CO/N=C(\C)c2cccs2)cc1	-7.5%	-15.8%	-20.6%
C=CCN1C(=O)C2C(C(=O)NC3CCCCC3)C3C=CC2(O3)C1C(=O)NC1CCCC1 (stereo not drawn)	1.1%	-6.2%	-0.7%
CCN(CC)C(=O)Cn1c(=O)n(CCCCCC(=O)NCc2ccccc2)c(=O)c2sccc21	-1.8%	-4.5%	-18.1%
O=C(CNC(=O)c1ccccc1)NCC(=O)OCC(=O)c1ccc2ccccc2c1	-0.4%	u	-8.3%
CN(Cc1ccco1)c1ncncc1-c1cccnc1	x	-8.6%	-3.7%
CC(C)CCN1CCN(Cc2ccon2)CC1CCO (stereo not drawn)	3.6%	-6.3%	-19.9%
C=CCNC(=O)c1ccc2c(c1)N(CC)C(=O)c1ccccc1S2	x	-17.6%	-19.6%
Cc1cc(C)n(-c2cccc(Cl)c2)c(=O)c1C#N	0.0%	-2.5%	0.2%
COc1ccc(N(C(=O)c2ccn[nH]2)C(C(=O)NC2CCCC2)c2ccc(F)cc2)cc1 (stereo not drawn)	-2.5%	-23.9%	-17.8%

This is a random part of the collection; 18% or so of the library scored in one or more.
